Screening results: PubChem, University of Kansas High Throughput Screening Laboratory
Pf apPOL block: Pf-apPOL DNA polymerase inhibition; Recombinant Pf-apPOL, molecular beacon fluorescence, 1.5 h; inhibition, % at 10 µM; 210,000 tested, 0.25% active
mHTT-CaM PPI inh: disrupts binding of mutant huntingtin to calmodulin. inhibition, % at 15 µM. AID 1671202. 190,000 tested, 3.6% active. AlphaScreen His-mHTT/GST-CaM binding, luminescence. P42858;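 also: 0% = both proteins with DMSO and 100% = one protein alone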
* = called active by the depositor; x = not tested or not shown; & = joins results of further samples. Rule as the data show it: active = inhibition above about 50%; inactive = the rest.

canonical_smiles	Pf apPOL block	mHTT-CaM PPI inh
CCOC(=O)N1CCN(C(=O)CN(c2ccccc2)S(=O)(=O)c2ccc(Cl)cc2)CC1	-4	8
Cc1ccc(C(=O)N2CCC(c3nc(C(=O)N4CCOCC4)c(C)o3)CC2)c(C)c1	3	8
CC(=O)N1CCN(S(=O)(=O)CCCOc2ccc(F)cc2)CC1	-5	-14
CC(C)C(C(=O)N1CCCCCC1)N1C(=O)c2ccccc2C1=O (stereo unspecified)	-3	1
Cc1ccccc1-n1nc2c(c1NC(=O)COc1ccccc1)CSC2	-6	5
Cc1noc(C)c1C1CCCN1C(=O)c1c(Cl)cnn1C (stereo unspecified)	3	-6
COCc1nnc(NS(=O)(=O)c2ccc(F)cc2)s1	4	4
O=C1CC(c2ccc(Cl)cc2)CC2=C1C(c1cccc(F)c1)Nc1ccccc1N2 (stereo unspecified)	-30	38
S=C(c1ccco1)N1CCOCC1	x	2
CCNc1cc(N2CCCC(CCC(=O)N3CCN(c4ccccn4)CC3)C2)ncn1 (stereo unspecified)	-8	1
Cc1ccccc1-n1nc2c(c1NC(=O)c1cc([N+](=O)[O-])ccc1Cl)CS(=O)(=O)C2	-2	-2
COc1ccc(S(=O)(=O)Nc2ccc(Cl)c(Cl)c2)c2cccnc12	-4	-4
N#Cc1sccc1NS(=O)(=O)c1cccc(C(F)(F)F)c1	-1	x
O=C(Nc1ccc(O)cc1)c1ccc(Oc2cccc(C(=O)Nc3ccc(O)cc3)c2)cc1	-4	14
O=S1(=O)CCO[C@H]2CCCC[C@@H]2N1Cc1ccccc1Br	-1	-10
NNc1ccc(OC(F)(F)F)cc1	x	-3
CN(C)CCN(C)CC1=CCC2CC1C2(C)C (stereo unspecified)	-3	-3
O=[N+]([O-])c1cccc(C2=Nn3c(nnc3-c3ccccc3Cl)SC2)c1	-2	30
COc1ccc(NC(=O)C2CCCN(C(=O)c3cccc(C(F)(F)F)c3)C2)cc1OC (stereo unspecified)	-2	47
Cc1ccsc1C(=O)Nc1cnc(N2CCCCC2)nc1	-3	2
NCCN1C(=O)S/C(=C\c2ccc(F)c(Oc3ccccc3)c2)C1=O	-14	71*
Cc1ccccc1C1CCCN1C(=O)c1c(Cl)cnn1C (stereo unspecified)	1	5
COc1ccccc1N=Cc1c(Nc2ccccc2OC)nc2c(C)cccn2c1=O	-9	11
CC1=C(C(=O)Nc2c(F)cc(F)cc2Br)C2(CCCCC2)OC1=O	0	-6
C=CCOC(=O)COc1ccc2oc(=O)c(-c3ccc(OC)c(OC)c3)c(C)c2c1	-14	1
CCN(Cc1cn(CC2CCCCC2)nn1)S(=O)(=O)c1ccccc1Br	-7	-15
O=C(CNC(=O)C1CCCCC1)Nc1nc(-c2ccccc2)cs1	0	-1
CC(O)Cc1nsc(NC(=O)c2cccc(Cl)c2)n1 (stereo unspecified)	5	-1
NC(=O)CSc1oc(-c2cccs2)nc1S(=O)(=O)c1ccccc1	-6	8
Cc1ccc2c(NC(=O)c3ccnn3C(C)C)cccc2n1	-10	-14
COCCCNC1=NCCNC12CCN(S(=O)(=O)c1ccc(C)cc1C)CC2	-1	-3
COc1ccc(NC(=O)C(CCSC)N2C(=O)c3cc(Cl)c(Cl)cc3C2=O)cc1 (stereo unspecified)	3	2
Cc1ccc(N2CC(C(=O)Nc3cccc(C)n3)CC2=O)cc1 (stereo unspecified)	-5&-4	-6&-6
CC1CCCCN1C(=O)C(C1CCCC1)N1CCN(C(=O)Nc2ccccc2)CC1 (stereo unspecified)	-3	6
Nc1cc(C2CCN(C(=O)C3CCCO3)CC2)no1 (stereo unspecified)	-2	-5
CCOc1ccc(N2C(=O)c3c(C)nc4ccccc4c3C2=O)cc1	-8	7
COc1cccc2cc(C(=O)NCc3cccs3)c(=O)oc12	14	0
Cc1c(Cl)c(C(F)(F)F)nn1CC(=O)N1CCSCC1	-6	-13
Cc1ccc(-n2nc3ccc(NC(=O)c4ccco4)cc3n2)cc1Cl	10	7
CCOc1ccccc1CNC(=O)C1CCN(c2ccncc2)CC1	-2	-9
CC(Oc1ccccc1)C(=O)Nc1cnc(-c2cccnc2)nc1 (stereo unspecified)	-1	2
OCCCc1nc2n(n1)C(c1ccco1)C=C(c1ccc(Br)cc1)N2 (stereo unspecified)	13	34
CC(=O)Oc1ccc2c(c1)OC(=Cc1cccc(Cl)c1)C2=O	-3	2
COc1ccc(CNC23CC4CC(CC(C4)C2)C3)c(OC)c1	2	0
Cc1nc2ccccc2c(=O)n1N1C(=O)CCCC1=O	4	-4
CCCCSCCCNC(=O)CN1C(=O)/C(=C/c2ccc(OC)cc2)Sc2ccccc21	-15	5
Cc1ccc(Sc2cc(C)nc(-c3ccccn3)n2)cc1	10	x
COc1cccc(C(=O)Nc2cnc(N3CCCC3)nc2)c1	-5	0
COc1ccc(CN2CCCN(C)CC2)cc1C	-7	4
Cc1ccc(C)c(C(=O)N2CCCC(COc3ccc(C(=O)N4CCOCC4)cc3)C2)c1 (stereo unspecified)	1	-3

The list goes on:
canonical_smiles	Pf apPOL block	mHTT-CaM PPI inh
Cc1ccsc1C1CC(=O)Nc2n[nH]c(-c3ccccc3)c21 (stereo unspecified)	-2	29
CCCn1c2ccccc2c2nnc(SCC(=O)Nc3ccc([N+](=O)[O-])cc3)nc21	0	4
COc1ccc(C2=C(CN(C)C)C(c3ccccc3)c3ccccc3O2)cc1 (stereo unspecified)	0	71*
CCOc1ccc(CNC(=O)c2ccc3c(c2)N(C)C(=O)C2CCCCN32)cc1OC (stereo unspecified)	3	27
O=C(Nc1ccc(F)cc1)c1cccc2[nH]cc(CN3CCSCC3)c12	-2	12
CCOc1nccnc1NC1CCN(C(=O)COC)CC1	-3	-1
COc1ccccc1OCC(=O)Nc1nc(-c2cccs2)c(NC(=O)c2ccccc2)s1	-4	5
CCCNC(=O)c1ccn2c(-c3cc(F)cc(F)c3)nnc2c1	-3	0
CC(C)NC(=O)N1CCCC(c2cccc(C(=O)N3CCC4(CC3)OCCO4)c2)C1 (stereo unspecified)	-3	-1
COc1ccc(C2=NN(C(=O)CN(C)C(C)=O)C(c3ccc(F)cc3)C2)cc1 (stereo unspecified)	-7	32
COc1ccc(CN2CCC(N3CCCC(C)C3)CC2)cc1 (stereo unspecified)	2	-3
COc1cc(C2=N/C(=C\c3cccnc3)C(=O)O2)cc(OC)c1OC	-1	-2
CCN(CC)c1ccc(NC(=O)c2ccc(OC)c(OC)c2)cc1C	-14	5
CC(=O)Nc1ccc(C(=O)Nc2ccc(S(=O)(=O)NC(C)=O)cc2)cc1	-6	2
O=C(Nc1ccc(Nc2ccc(-n3cccn3)nn2)cc1)Nc1cccc(F)c1	-6	41
CCOc1ccc(C(=O)Nc2c(C)ccc3nsnc23)cc1Br	-3	4
CCNC(=O)C1CCc2sc(C(=O)N(C)C)cc2C1 (stereo unspecified)	-3	-5
O=C(Cn1nc(N2CCCCCC2)c2ccccc2c1=O)Nc1cccc(Cl)c1	-5	10
O=C(CN1CCC(c2nc(-c3ccccc3)no2)CC1)NCc1ccccc1	-4	-4
CC(C)c1ccc(NC(=O)Cn2cc3c(n2)CCCCC3)cc1	-2	-6
O=C(Cn1cccc1-c1nnc(-c2ccccc2)o1)N1CCc2ccccc21	-6	-4
O=C(CN1N=NC2C(=O)N(c3ccc(F)cc3)C(=O)C21)Nc1ccccc1[N+](=O)[O-] (stereo unspecified)	-2	2
CCN(CC)C(=O)CN1C(=O)C(O)(CC(=O)c2ccccc2)c2ccccc21 (stereo unspecified)	-7	-6
COc1ccc(Br)cc1C(=O)Nc1ccc(Cc2ccncc2)cc1	-2	18
Cc1ccc(C(=O)Nc2cc(F)c3[nH]c(=O)ccc3c2)cc1	-5	-3
COc1ccc(CCN(C(=O)/C=C/C(=O)O)C2CC(=O)N(c3ccccc3)C2=O)cc1OC (stereo unspecified)	-1	-5
CCCC(=O)N1CCC(CCOCc2cccc(F)c2)CC1	0	1
O=C(COc1ccc(Cl)cc1)NC1CC(O)C(CO)C1 (stereo unspecified)	-10	-3
Cc1ccc(CC(=O)N2CCc3[nH]nc(C(=O)NCc4ccccc4)c3C2)cc1	-5	10
CCC(=O)Nc1ccc2c(c1)CCC(=O)N2CC(C)C	2	-5

Structural class, the compounds so far containing a CF3 group (four)
canonical_smiles	Pf apPOL block	mHTT-CaM PPI inh
N#Cc1sccc1NS(=O)(=O)c1cccc(C(F)(F)F)c1	-1	x
NNc1ccc(OC(F)(F)F)cc1	x	-3
COc1ccc(NC(=O)C2CCCN(C(=O)c3cccc(C(F)(F)F)c3)C2)cc1OC (stereo unspecified)	-2	47
Cc1c(Cl)c(C(F)(F)F)nn1CC(=O)N1CCSCC1	-6	-13

The listing picks up, repeating the five entries before the break.
canonical_smiles	Pf apPOL block	mHTT-CaM PPI inh
COc1ccc(CCN(C(=O)/C=C/C(=O)O)C2CC(=O)N(c3ccccc3)C2=O)cc1OC (stereo unspecified)	-1	-5
CCCC(=O)N1CCC(CCOCc2cccc(F)c2)CC1	0	1
O=C(COc1ccc(Cl)cc1)NC1CC(O)C(CO)C1 (stereo unspecified)	-10	-3
Cc1ccc(CC(=O)N2CCc3[nH]nc(C(=O)NCc4ccccc4)c3C2)cc1	-5	10
CCC(=O)Nc1ccc2c(c1)CCC(=O)N2CC(C)C	2	-5
COc1ccc(S(=O)(=O)N2CCCC(C)C2)cc1 (stereo unspecified)	-4	-6
COc1ccccc1C(=O)Nc1ccc(C)c(Cl)c1	-4	-50
COc1cc(C2=N/C(=C\c3cccs3)C(=O)O2)cc(OC)c1OC	-6	-4
COCCN1C(=O)CN(C2CCCCC2)C(=O)C1c1ccc(OC)c(OC)c1 (stereo unspecified)	-15	-5
Cc1ccccc1CC(=O)Nc1nnc(C2CC(=O)N(c3ccc(Cl)cc3)C2)o1 (stereo unspecified)	-4	88*
CCCN(Cc1cc(-c2cc(C)ccc2C)on1)C(C)=O	-6	9
CC(=O)c1cccc(NC(=O)CCS(=O)(=O)Cc2ccccc2)c1	-10	-9
Cc1ccc(C(=O)N2CC(C(=O)N3CCCC3)C(c3ccccc3)C2)cc1 (stereo unspecified)	-8	2
COCCNC(=O)c1ccc2c(c1)ncn2-c1cccc(Cl)c1	4	4
Cc1cc2nc(C(=O)NCC(C)C)c(=O)n(C)c2cc1C	-1	-1
O=C(O)C1CCN(C(=O)c2cccc(Cl)c2)CC1	-1	3
O=C(Nc1cc(Cl)cc(Cl)c1)c1cc(S(=O)(=O)NCc2ccco2)ccc1F	-6	11
CCOc1ccccc1/C=c1\sc2nc(-c3ccccc3C)nn2c1=O	-3	28
CC(C)NC(=O)c1cc2n(n1)C(C(F)(F)F)CC(c1ccc(Cl)cc1)N2 (stereo unspecified)	-1	9
COc1ccc(OCc2nc(C#N)c(N3CCC(C(N)=O)CC3)o2)cc1	2	10
Cc1ccccc1C(=O)Nc1ccc(Cl)cn1	-1	-3
CC(=O)C(N=Nc1ccc(Cl)cc1)=C(O)c1ccccc1	-11	x
Cn1cnc(S(=O)(=O)Nc2ccccc2SCCS(=O)(=O)c2ccc(Cl)cc2)c1	-4	x
CCc1ccc(CNC(=O)C2c3ccccc3CC(=O)N2CCOC)cc1 (stereo unspecified)	-5	3
Cc1nc(-c2nnn(-c3ccccc3)c2C)no1	-2	-7
O=C(c1ccccc1[N+](=O)[O-])N1CCN(C(c2ccccc2)c2ccccc2)CC1	-5	33
CC1CCN(C(=O)c2ccc3c(c2)Sc2ncccc2C(=O)N3C(C)C)CC1	3	17
COc1ccc(C(=O)N2CC(=O)Nc3ccc(Cl)cc3C2c2ccc(F)cc2)c(OC)c1 (stereo unspecified)	-3	43
CCC(Sc1nnc(-c2ccco2)n1C)C(=O)Nc1ccc(Br)cc1 (stereo unspecified)	0	0
Oc1ccccc1C=NNC(=S)NC1CC2C=CC1C2 (stereo unspecified)	-7	x
COc1ccc(NC(=O)c2cc3c(CO)cnc(C)c3oc2=Nc2ccccc2)cc1	-2	11
O=C(Cc1cccs1)NC1CCCCC1	-7	-5
Cc1ccc(C)c(NC(=O)CSc2cccc3cccnc23)c1	-2	10
O=S(=O)(Cc1ccc2nonc2c1)c1cccs1	2&-4	x
O=c1[nH]c(=O)n(C2OC(CO)C(O)C2O)cc1O (stereo unspecified)	x	-5
O=C1OC(c2ccc3c(c2)OCO3)=N/C1=C\c1ccc(Br)cc1	17	5
CCN(CN1C(=O)c2ccccc2C1=O)c1ccccc1	-6	-2
COc1ccc(-n2cnc(N)c2C(=O)c2ccccc2)cc1	-6	1
O=C1c2ccccc2C(=O)N1CCCN1CCN(CCCN2C(=O)c3ccccc3C2=O)CC1	3	4
CCOc1cccc2c1OC(c1ccc(F)c(F)c1)N1N=C(c3cccnc3)CC21 (stereo unspecified)	-20	6
COc1ccc(C2CC(c3ccc(Cl)cc3Cl)Nc3nc(N)nn32)cc1OC (stereo unspecified)	-1	71*
CC(=O)Nc1cccc(N2CC(C(=O)Nc3ccc4c(c3)OCO4)CC2=O)c1 (stereo unspecified)	1	-2
